Assay outcomes (PubChem)
Runt-CBFb FRET = blocks binding of human RUNX1 Runt domain to CBFb; Q01196+Q13951; Cerulean-Runt/Venus-CBFb FRET ratio 530/480, 1 h; inhibition, % at 20 µM; 0.46% of 220,000 active;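 active means inhibition over about 50% at 20 µM in the single-dose screen, limit read from the data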;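 further: 0% = DMSO wells and 100% = excess unlabeled CBFb competitor control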
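Reagent – Venus-CBFb binding partner, 100 nM · Assay system – Cerulean-tagged RUNX1 Runt domain (FRET donor) fusion protein · Input – 100 nM per protein · Incubation – two 1 h room-temperature incubations shielded from light · Measured by – FRET fluorescence · Medium – Tris buffer pH 7.5 with salts and BSA · Benchmarks – unlabeled CBFb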
Ba/F3 V617F tox = lowers viability of Ba/F3 cells expressing EpoR and JAK2V617F | ATP luminescence | inhibition, % at 5.6 µM | 1.1% of 220,000 active | AID 1446;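 active means inhibition above the campaign mean plus 3 SD over all tested compounds, cut at about 24% in these data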;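 further: cytokine-independent growth of Ba/F3 cells driven by EpoR plus mutant JAK2; 0% = DMSO-treated cells and 100% = JAK inhibitor I control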
RBBP9 inhibitor = inhibitors of human serine hydrolase RBBP9; O75884; recombinant RBBP9, FP-Rh probe fluorescence polarization; inhibition, % at 7.94 µM; 0.2% of 220,000 active; AID 1515;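 active means inhibition above the campaign mean of all tested compounds plus 3 SD, cut at about 14% in these data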;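 further: plate controls were DMSO wells with RBBP9 for no effect and wells lacking RBBP9 protein for full effect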
Target sequence (O75884 whole entry, looked up): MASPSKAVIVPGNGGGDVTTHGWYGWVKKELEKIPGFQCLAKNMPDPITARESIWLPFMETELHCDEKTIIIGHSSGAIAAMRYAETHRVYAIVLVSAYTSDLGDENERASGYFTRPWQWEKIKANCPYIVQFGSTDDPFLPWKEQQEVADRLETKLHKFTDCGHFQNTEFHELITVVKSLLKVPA
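Test system – recombinant human RBBP9 · Input – RBBP9 2.5 µM in dispensing solution, pre-mixing · Medium – Tris buffer pH 8.0, NaCl, Pluronic · Schedule – preincubation 30 min plus labeling 45 min at 25 °C · Measured by – fluorescence polarization · Measure – % inhibition · Controls – DMSO and no-protein wells · Replicates – one well per compound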
BaF3 parental = reduces parental Ba/F3 cell viability, JAK2V617F counter-screen; 1.1% of 220,000 active; AID 1486; inhibition, % at 5.6 µM; CellTiter-Glo ATP luminescence;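 active means inhibition above a per-campaign cutoff, the mean inhibition of all tested compounds plus 3 SD, cut at about 27% in these data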;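 further: 0% = DMSO wells and 100% = JAK Inhibitor I control wells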
S1P4 antag = human S1P4 receptor antagonism; S1P4-expressing cells, antagonist mode, reporter read-out; inhibition, % at 4.98 µM; 0.26% of 220,000 active; in the data active means inhibition above about 29%;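 further: 0% = wells stimulated with agonist and 100% = vehicle wells without agonist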
Target sequence (O95977 whole entry, looked up): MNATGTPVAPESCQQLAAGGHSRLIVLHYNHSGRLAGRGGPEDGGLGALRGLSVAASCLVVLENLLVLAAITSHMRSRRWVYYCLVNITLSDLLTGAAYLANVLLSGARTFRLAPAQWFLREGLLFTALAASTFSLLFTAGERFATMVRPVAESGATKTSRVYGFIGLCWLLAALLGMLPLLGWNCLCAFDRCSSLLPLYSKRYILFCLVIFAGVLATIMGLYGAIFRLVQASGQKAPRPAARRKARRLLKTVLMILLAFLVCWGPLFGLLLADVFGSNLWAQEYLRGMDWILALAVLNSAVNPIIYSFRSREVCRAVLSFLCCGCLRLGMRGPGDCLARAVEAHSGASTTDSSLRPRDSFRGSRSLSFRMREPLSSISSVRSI
NPY2 pot ag = potentiates or activates human NPY-Y2 receptor; P49146; 0.45% of 220,000 active; cells expressing NPY-Y2, potentiator/agonist read-out; activation, % at 3.6 µM; in the data active means activation above about 27%;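 further: cells stimulated with NPY near EC25 plus isoproterenol at EC100; 0% = vehicle plus submaximal agonist and 100% = vehicle plus saturating agonist; some results beyond the cut were filed as inactive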
NPY-Y1 antag = blocks the human neuropeptide Y Y1 receptor; P25929; HEK293-CNG Y1 cells, membrane potential fluorescence; NPY at EC95, then isoproterenol; inhibition, % at 3.6 µM; 1% of 200,000 active; AID 1040;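 active means inhibition above the campaign mean inhibition of all tested compounds plus 3 SD, cut at about 20% in these data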;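 further: 0% = DMSO wells given NPY plus isoproterenol and 100% = isoproterenol alone without NPY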
Target sequence (P25929 whole entry, looked up): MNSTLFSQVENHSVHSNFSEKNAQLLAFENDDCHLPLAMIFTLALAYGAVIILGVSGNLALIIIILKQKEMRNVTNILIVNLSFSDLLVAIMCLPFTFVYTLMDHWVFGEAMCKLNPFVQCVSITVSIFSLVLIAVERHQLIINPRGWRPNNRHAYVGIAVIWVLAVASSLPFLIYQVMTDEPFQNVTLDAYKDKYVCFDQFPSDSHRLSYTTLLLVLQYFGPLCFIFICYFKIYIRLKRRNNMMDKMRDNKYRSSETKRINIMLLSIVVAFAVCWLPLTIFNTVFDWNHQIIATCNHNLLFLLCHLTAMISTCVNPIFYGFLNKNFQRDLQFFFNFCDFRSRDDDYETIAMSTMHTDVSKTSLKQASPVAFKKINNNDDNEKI
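Test system – HEK293 Y1/CNG channel cell line · Also added – NPY agonist 25 nM, then isoproterenol 1 µM plus Ro 20-1724 25 µM · Compound dosing – one concentration, 3.6 µM, in 0.4% DMSO · Schedule – compound incubation 1 h at room temperature, readout 45 min post-stimulation · Technique – fluorescence, membrane potential probe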
NPY1 pot ag = potentiators or agonists of human neuropeptide Y receptor Y1. P25929. NPY-Y1 expressing cells, potentiator/agonist activation. activation, % at 3.6 µM. 0.37% of 220,000 active. AID 1304; in the data active means activation above about 33%, passing the limit was not always enough;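 further: cells stimulated with NPY at EC10 then isoproterenol at EC100; 0% = low agonist plus stimulus and 100% = saturating agonist plus stimulus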
S1P4 agonist = agonists of human S1P4 receptor. S1P4-expressing cell line, agonist reporter assay. activation, % at 4.98 µM. 0.35% of 220,000 active; in the data active means activation above about 11%;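 further: 0% = DMSO vehicle and 100% = reference agonist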
Active calls of the source: *; . = no result given. Hits appear at their usual frequency. Share with any hit: about 3.6%.

Each structure is followed by: Runt-CBFb FRET | Ba/F3 V617F tox | RBBP9 inhibitor | BaF3 parental | S1P4 antag | NPY2 pot ag | NPY-Y1 antag | NPY1 pot ag | S1P4 agonist
#1 O=C(CCNC(=O)c1ccccc1Cl)Nc1nc(-c2ccccc2Cl)cs1
    -3 | 9 | -2 | 19 | 12 | -8 | -2 | -24 | 2.0
#2 COc1ccc(C=O)cc1Oc1nc(Cl)ncc1F
    0 | -2 | -1 | 6 | -1 | 6 | -3 | 23 | 0.7
#3 CC1CCCN(C(=O)CSc2nc3ccccc3o2)C1 (configuration not stated)
    -1 | -2 | 5 | 2 | 0 | -8 | 8 | 7 | -0.6
#4 Cc1cccn2c(=O)c3cc(C#N)c(=O)n(-c4c(C)n(C)n(-c5ccccc5)c4=O)c3nc12
    14 | -4 | -4 | 4 | -10 | 7 | -5 | 5 | 0.1
#5 O=C(Nc1ccc(Cl)c(Cl)c1)C1=Cc2ccccc2OC1
    1 | 0 | -46 | 3 | 0 | -8 | 3 | -25 | 1.7
#6 O=C(CSc1nnc(SCc2ccc(F)cc2)s1)Nc1ccc(C(=O)O)cc1
    1 | -4 | -8 | -4 | -3 | 12 | . | -23 | 2.1
#7 O=C(N/N=C/c1cccc([N+](=O)[O-])c1)c1cc2c(ccc3ccccc32)o1
    . | 0 | -9 | 0 | 13 | -9 | 1 | 7 | 0.8
#8 CN(C(=O)CSc1ncnc2sccc12)c1c(N)n(Cc2ccccc2)c(=O)[nH]c1=O
    1 | -2 | -1 | 3 | 6 | -21 | . | 10 | -0.9
#9 COCCn1c(SCc2nc3cc(OC)c(OC)cc3c(=O)[nH]2)nnc1-c1ccncc1
    -3 | 2 | 0 | 9 | -4 | -12 | -4 | 14 | -1.4
#10 CC(C)(C)c1ccc(CN2C3=NCCCN3c3ccccc32)cc1
    -1 | 46* | 0 | 46* | 26 | -35 | 25* | -63 | 0.9
#11 CCCC[C@@H]1CNC(=S)N1CCC12CC3CC(CC(C3)C1)C2
    -6 | -2 | 0 | -2 | -4 | 4 | 2 | 9 | 1.9
#12 CCOC(=O)c1ccc(-c2cc(C)no2)[nH]1
    -3 | 0 | -10 | 0 | -17 | -4 | -2 | 0 | 0.4
#13 Oc1ccccc1Nc1nc(NCc2ccccc2)c2ccccc2n1
    5 | -4 | -9 | -1 | 9 | 36* | 4 | 0 | -1.0
#14 CCOC(=O)c1cc(-c2ccccc2)nc2c1c(C)nn2-c1ccccn1
    4 | 2 | -7 | 9 | -10 | -24 | 49* | -68 | 0.8
#15 CCN1CCN(CCC(=O)Nc2ccc3c(c2)OCO3)CC1
    -2 | -1 | 0 | 1 | -7 | 3 | -2 | 6 | 0.0

Some of these compounds in order of formula weight, largest number first:
Each structure is followed by: Runt-CBFb FRET | Ba/F3 V617F tox | RBBP9 inhibitor | BaF3 parental | S1P4 antag | NPY2 pot ag | NPY-Y1 antag | NPY1 pot ag | S1P4 agonist
#8 CN(C(=O)CSc1ncnc2sccc12)c1c(N)n(Cc2ccccc2)c(=O)[nH]c1=O
    1 | -2 | -1 | 3 | 6 | -21 | . | 10 | -0.9
#6 O=C(CSc1nnc(SCc2ccc(F)cc2)s1)Nc1ccc(C(=O)O)cc1
    1 | -4 | -8 | -4 | -3 | 12 | . | -23 | 2.1
#7 O=C(N/N=C/c1cccc([N+](=O)[O-])c1)c1cc2c(ccc3ccccc32)o1
    . | 0 | -9 | 0 | 13 | -9 | 1 | 7 | 0.8
#13 Oc1ccccc1Nc1nc(NCc2ccccc2)c2ccccc2n1
    5 | -4 | -9 | -1 | 9 | 36* | 4 | 0 | -1.0
#12 CCOC(=O)c1ccc(-c2cc(C)no2)[nH]1
    -3 | 0 | -10 | 0 | -17 | -4 | -2 | 0 | 0.4

The results go on.
Each structure is followed by: Runt-CBFb FRET | Ba/F3 V617F tox | RBBP9 inhibitor | BaF3 parental | S1P4 antag | NPY2 pot ag | NPY-Y1 antag | NPY1 pot ag | S1P4 agonist
#16 C=CCNc1nc(N)c([N+](=O)[O-])c(NCCO)n1
    2 | -3 | -8 | -2 | -13 | 5 | . | 4 | 1.3
#17 CCN(CC)CC#CCC(O)(c1ccccc1)C1CCCCC1 (configuration not stated)
    -2 | -1 | 7 | 12 | 7 | -12 | 8 | -5 | 0.2
#18 CC(C)(c1ccccc1)c1ccc(OCCN)cc1
    0 | -1 | 4 | 9 | -9 | -9 | 9 | -1 | 1.1
#19 COc1ccc(/C=N/NC(N)=S)cc1OC(=O)c1cccc2ccccc12
    -2 | 4 | -28 | 4 | -23 | -17 | 5 | -15 | 2.4
#20 CC(C)c1ccc(/C=C/C(=O)NC2CCCCC2)cc1
    0 | 3 | -11 | 4 | -17 | 0 | 7 | 9 | 0.2
#21 Nc1c(-c2ccccc2)cnn1C1CCS(=O)(=O)C1 (configuration not stated)
    1 | -2 | -2 | 3 | -21 | -10 | -3 | -6 | 1.7
#22 Fc1ccccc1C1c2[nH]c3ccccc3c2CCN1CCCn1cccn1 (configuration not stated)
    0 | -2 | -5 | 1 | -10 | -2 | 5 | 14 | -1.5
#23 COc1ccc(N=C2SC(CC(=O)Nc3ccccc3OC)C(=O)N2Cc2ccco2)cc1 (configuration not stated)
    17 | 0 | 4 | 7 | -13 | -4 | -1 | -21 | -0.5
#24 CCOC(=O)c1nc2cc3n(c(CC(C)C)c-2c1C)CC(C)=C3C
    -27 | 0 | 0 | 7 | 2 | -19 | 2 | -12 | 0.9
#25 COc1ccc(/C=C2/CCCC(C(=O)C(F)(F)F)=C2O)cc1OC
    -3 | 4 | 0 | -3 | 16 | -8 | . | -7 | -0.5
#26 O=C(Nc1ccc(F)cc1F)C1(c2cccs2)CCOCC1
    0 | -5 | -1 | 1 | -7 | 2 | 6 | 7 | 1.8
#27 CCC(C)(C)C(=O)Nc1ccc(C(N)=O)cc1
    1 | -2 | -1 | 0 | 0 | 2 | -3 | -6 | 0.5
#28 CC(=O)NCCOc1nc(N(C)C)nc(N2CCCCC2)n1
    1 | -5 | -3 | 5 | -12 | 5 | -4 | 8 | 3.5
#29 COc1cc(/C=N/Nc2nc(=O)[nH]nc2C)ccc1O
    2 | -4 | -10 | 0 | 3 | 0 | . | 3 | -1.9
#30 COc1ccc(N2CCN(C(=O)C34CCC(C)(C(=O)C3)C4(C)C)CC2)cc1 (configuration not stated)
    0 | 0 | -7 | -1 | -1 | 1 | 0 | -12 | 0.3
#31 Cc1cc(C)n(CCc2nc(-c3cc4ccccc4o3)cs2)n1
    -2 | 6 | -8 | 5 | -1 | -6 | 9 | -8 | -0.8
#32 COC(=O)c1cc(NC(=O)CN2CCN(C(C)=O)CC2)cc(C(=O)OC)c1
    2 | 3 | 1 | 12 | -10 | 4 | 3 | -1 | -0.4
#33 COc1cc2c(=O)n(Cc3ccco3)c(=O)n(CC(=O)c3ccc(Br)cc3)c2cc1OC
    6 | -1 | 8 | 4 | -5 | 7 | 2 | -10 | -2.5
#34 Cc1ccc(NC(=O)c2cnn(-c3ccccc3)c2NC(=O)c2ccco2)cc1
    -2 | -3 | -4 | 4 | 12 | 6 | 5 | -9 | -1.9
#35 Cc1onc(-c2c(Cl)cccc2Cl)c1C(=O)N1CCN(c2ncccn2)CC1
    1 | 9 | 1 | 12 | 20 | -4 | 2 | -4 | 0.1
#36 O=C1CCCC2=C1C(c1ccsc1)CC(=O)N2c1nnc(SCc2ccccc2)s1 (configuration not stated)
    1 | -4 | -16 | 6 | -26 | -7 | 12 | 8 | -0.1
#37 Cc1cc(N2CCOCC2)nc2ccc(NC(=O)CCC(=O)N3CCC(C)CC3)cc12
    0 | -4 | -5 | -3 | 8 | 11 | -2 | -8 | 0.9
#38 CC(C)OC(=O)CSc1nnc(-c2ccc(O)cc2)n1Cc1ccccc1
    -1 | 2 | -5 | 8 | -12 | -10 | 7 | -2 | 0.6
#39 Cc1ccc(C)c(N2C(=N)S/C(=C\c3ccc(-c4ccccc4C(=O)O)o3)C2=O)c1
    -112 | 0 | -7 | 0 | 1 | -12 | -1 | -8 | 1.0
#40 COc1cc(C=O)ccc1OCC(=O)NC(C)(C)C
    3 | -3 | -10 | -1 | -7 | 1 | 0 | 25 | 0.6
#41 CNc1nc(NC#N)nc(SC)n1
    0 | 0 | -6 | -4 | -17 | 0 | . | 7 | 2.0
#42 CCOCCSc1nc2c(c(=O)[nH]c(=O)n2C)n1CCCc1ccccc1
    -2 | -3 | 3 | 1 | -15 | 1 | -8 | -1 | -1.5
#43 COc1ccc(NC(=O)c2cc3ccccn3n2)cc1
    0 | 1 | -4 | 7 | -14 | -4 | 1 | -10 | -1.8
#44 Cc1ccc(-n2nnnc2SCC(=O)Nc2ncc(Cc3ccccc3Cl)s2)cc1
    2 | -2 | -3 | 5 | -4 | 7 | -2 | 36 | 0.0
#45 O=C(N/N=C/c1ccccc1)c1ccc(CN2C(=O)c3cccc4cccc2c34)cc1
    -16 | 0 | -19 | 10 | -6 | 10 | 2 | -31 | -0.6
#46 Cc1cccc(NC(=O)C2CCCN2S(=O)(=O)c2ccc(F)cc2)c1C (configuration not stated)
    0 | -2 | -4 | -1 | 5 | 7 | -5 | 18 | -1.6
#47 Cc1ccc(S(=O)(=O)N2CCN(C(=S)NCc3ccc4c(c3)OCO4)CC2)cc1
    -1 | 0 | -3 | 9 | -12 | 3 | -7 | 2 | 0.4
#48 Cc1c(C(C)C)c(=O)n(-c2ccc(S(=O)(=O)NC3CC3)cc2)n1C
    -1 | -2 | -6 | 6 | -23 | 13 | 6 | 18 | 3.3

Just NPY2 pot ag, NPY1 pot ag and RBBP9 inhibitor, for some of the entries so far:
| nr | SMILES | NPY2 pot ag | NPY1 pot ag | RBBP9 inhibitor |
| --- | --- | --- | --- | --- |
| 6 | O=C(CSc1nnc(SCc2ccc(F)cc2)s1)Nc1ccc(C(=O)O)cc1 | 12 | -23 | -8 |
| 7 | O=C(N/N=C/c1cccc([N+](=O)[O-])c1)c1cc2c(ccc3ccccc32)o1 | -9 | 7 | -9 |
| 8 | CN(C(=O)CSc1ncnc2sccc12)c1c(N)n(Cc2ccccc2)c(=O)[nH]c1=O | -21 | 10 | -1 |
| 9 | COCCn1c(SCc2nc3cc(OC)c(OC)cc3c(=O)[nH]2)nnc1-c1ccncc1 | -12 | 14 | 0 |
| 10 | CC(C)(C)c1ccc(CN2C3=NCCCN3c3ccccc32)cc1 | -35 | -63 | 0 |
